TRPC4 PAM = TRPC4 (mouse) allosteric potentiation; HEK293 TRPC4beta/mu-opioid, DAMGO EC20, Fluo-4 Ca2+ flux; hits give high values; 310,000 compounds, 0.42% hits; AID 2227; B-score at 10 µM;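 active means B-score of calcium response area above 5 SD of library B-scores, with initial fluorescence ratio within 5 SD of library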;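 further: B-score of integrated fluorescence ratio over time as area under calcium response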
HIF act = HIF pathway transcriptional activation. U2OS HRE-luciferase reporter, luminescence; normalized: DMSO 0%, desferrioxamine 100%. activation, % at 7.5 µM (by protocol). 300,000 compounds, 0.32% hits. AID 1910;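 active means mean activation of at least 10% of the iron chelator positive control signal, with at least half of replicates also reaching 10%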
TRPC4 act = opens the mouse TRPC4 cation channel. 310,000 compounds, 0.49% hits. Q9QUQ5. HEK293 TRPC4beta/mu-opioid, Fluo4 calcium fluorescence; hits give high values. B-score at 10 µM. AID 2237;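 active means B-score above 5 SD of library B-scores, and initial fluorescence ratio not above library mean plus 5 SD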;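 further: positive B-score marks a calcium rise read as TRPC4 activation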
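Assay system: HEK293 stable line with TRPC4beta plus mu-opioid receptor. Times: dye 45 min RT, read 110 s. Measured by: kinetic Fluo4 calcium fluorescence. Measure: B score of integrated ratio. Controls: assay buffer as low control, maximal DAMGO as high control.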
TRPC4 block = TRPC4 (mouse) channel inhibition. Q9QUQ5. HEK293 TRPC4beta/mu-opioid, DAMGO-evoked Fluo4 calcium flux; hits give low values. B-score at 10 µM. 300,000 compounds, 0.39% hits;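 active means B-score over 3 SD under the library average, no early fluorescence shift, positive overall ratio signal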
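System: stable TRPC4beta/mu-opioid receptor HEK293 cells; Dosing: single-point compound dosing; Measured by: Fluo4 Ca2+ flux fluorescence; Read-out basis: per-well B score of integrated baseline-normalized Fluo4 ratio.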
MrgX1 antag = antagonists of human MrgX1 receptor. Q96LB2. MRGX1-HEK293 calcium flux, Fluo-4, BAM8-22 antagonism; hits give low values. B-score at 10 µM. 310,000 compounds, 1.3% hits. AID 588676;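 active means calcium-response B-score plate-corrected more than 3 library SD below zero, starting fluorescence within 5 deviations, no agonist response on first addition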;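 further: peak minus trough fluorescence over baseline after final BAM8-22 challenge near maximal dose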
TRPC6 inh = mouse TRPC6 channel inhibition; Q61143; HEK293-TRPC6, membrane potential dye, ACh-evoked depolarization; hits give low values; B-score at 10 µM; 310,000 compounds, 1.1% hits;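 active means B-score under library mean minus 3 SD, initial fluorescence not abnormally high, positive integrated signal ratio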;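 further: B-score derived from integrated fluorescence ratio over the kinetic read; more negative B-score means stronger inhibition of depolarization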
Target sequence (Q61143 whole entry, looked up): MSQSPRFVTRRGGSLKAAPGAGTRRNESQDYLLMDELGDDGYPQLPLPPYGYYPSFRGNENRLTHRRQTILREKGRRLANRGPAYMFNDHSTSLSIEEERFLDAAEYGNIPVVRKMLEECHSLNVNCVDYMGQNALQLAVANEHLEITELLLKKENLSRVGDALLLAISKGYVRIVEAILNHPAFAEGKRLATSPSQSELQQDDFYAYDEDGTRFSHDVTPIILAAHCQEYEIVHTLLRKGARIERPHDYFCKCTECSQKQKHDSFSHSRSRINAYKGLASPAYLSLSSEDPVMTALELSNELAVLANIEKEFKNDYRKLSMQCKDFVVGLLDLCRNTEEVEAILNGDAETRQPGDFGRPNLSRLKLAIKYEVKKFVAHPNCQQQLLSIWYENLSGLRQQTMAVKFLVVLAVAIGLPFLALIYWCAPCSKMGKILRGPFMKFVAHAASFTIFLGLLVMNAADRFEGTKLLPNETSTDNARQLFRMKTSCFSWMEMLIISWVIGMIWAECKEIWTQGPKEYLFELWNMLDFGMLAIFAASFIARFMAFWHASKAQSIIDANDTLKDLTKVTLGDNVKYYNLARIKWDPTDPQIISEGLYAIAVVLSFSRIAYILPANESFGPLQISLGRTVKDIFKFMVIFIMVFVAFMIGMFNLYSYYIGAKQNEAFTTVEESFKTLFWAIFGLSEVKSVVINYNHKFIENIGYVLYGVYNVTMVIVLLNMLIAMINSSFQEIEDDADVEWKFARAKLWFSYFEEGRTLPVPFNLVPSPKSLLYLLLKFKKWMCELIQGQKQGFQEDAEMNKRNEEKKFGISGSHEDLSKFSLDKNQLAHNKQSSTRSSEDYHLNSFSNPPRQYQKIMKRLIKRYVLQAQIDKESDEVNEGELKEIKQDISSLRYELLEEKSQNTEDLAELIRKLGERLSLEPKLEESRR
KLF5 inh = kruppel-like factor 5 inhibition | 290,000 compounds, 0.23% hits | DLD-1 KLF5 promoter-luciferase reporter, luminescence | inhibition, % at 5 µM;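 active means inhibition above a per-plate limit of that plate's mean compound inhibition plus 3 SD, cut at about 60% in these data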;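 further: 0% = DMSO wells and 100% = LY294002 at 200 µM; higher means less KLF5 promoter-driven luciferase light; inactives centre near -14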
IEC-6 cytotox = IEC-6 cytotoxicity, counter-screen for KLF5 inhibitors. luminescence viability. inhibition, % at 5 µM. 290,000 compounds, 0.78% hits. AID 1825; in the data active means inhibition above about 22%;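 further: 0% = plate median of test compound wells and 100% = cytotoxic reference compound wells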
SKKanGAS inh = SKKanGAS growth inhibition; inhibition, % at 7.5 µM; S. pyogenes SKKanGAS, kanamycin growth, BacTiter-Glo, 6 h; 300,000 compounds, 1.3% hits; AID 1662;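 active means mean replicate score, as percent of positive control median, at least 50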;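 further: strain carries kanamycin resistance gene driven by streptokinase promoter and grows in 40 µg/ml kanamycin; loss of luminescence reflects streptokinase promoter inhibition or plain growth inhibition; 0% = median of DMSO wells and 100% = positive control at its reference dose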
TRPC6 act = mouse TRPC6 channel activation. B-score at 10 µM. HEK293-TRPC6 membrane potential dye fluorescence; hits give high values. 310,000 compounds, 0.13% hits;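 active means B-score of the integrated fluorescence ratio above library mean plus 3 SD, and starting fluorescence ratio within library mean plus 5 SD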;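 further: higher score means more depolarization so channel activation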
aSyn 5UTR inh = 5' untranslated region of α-synuclein, MLPCN primary screen. alpha-synuclein 5'UTR reporter, inhibitor activity. inhibition, % (tested at 7.5 µM). AID 1813. 300,000 compounds, 0.82% hits; in the data active means inhibition above about 60%;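 further: H4 neuroglioblastoma cells stably carrying SNCA 5'UTR luciferase fusion; 0% = DMSO wells and 100% = positive control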
* = called active by the depositor; i = inactive; . = no result given.

1: COc1ccc(NC(=S)Nc2ccccc2SC)c(OC)c1
2: Cc1ccc(NC(=S)NCCN2CCOCC2)cc1C
3: COc1ccc(-n2c(SCC(=O)Nc3ncc(Cl)cc3Cl)nc3ccccc32)cc1
4: O=C(CSc1nc2ccc(Cl)cc2[nH]1)c1cccs1
5: O=C(NC1CCCCCCC1)c1ccccc1O
6: CCOc1cc(N2CCOCC2)c(OCC)cc1NC(=O)CN1C(=O)NC2(CCc3ccccc32)C1=O (stereo not drawn)
7: CC1Cc2cc(S(=O)(=O)N3CCN(c4ccccc4F)CC3)ccc2N1C(=O)C1CC1 (stereo not drawn)
8: CN(C)CCCC(C)(O)C(Cc1ccccc1)c1ccccc1 (stereo not drawn)

Compound	1	2	3	4	5	6	7	8
TRPC4 PAM	i	i	i	i	i	i	i	i
HIF act	1.8	-0.4	-1.2	3.5	2.0	1.2	-0.2	-1.2
TRPC4 act	i	i	i	i	i	i	i	i
TRPC4 block	i	i	i	i	i	i	i	i
MrgX1 antag	i	i	i	i	i	i	i	-6.5*
TRPC6 inh	i	i	i	i	i	i	i	i
KLF5 inh	-55	-28	41	-24	-106	6	-24	-28
IEC-6 cytotox	0	2	69*	6	-10	7	-5	-5
SKKanGAS inh	-3	-2	26	2	10	-1	3	0
TRPC6 act	i	i	i	i	i	i	i	i
aSyn 5UTR inh	-16	-1	30	-113	-175	11	13	6

9: Nc1ccccc1-c1ccccc1N
10: CCOc1ccccc1NC(=O)C(CC)Sc1nc2ccsc2c(=O)n1CCC(=O)O (stereo not drawn)
11: COc1ccc(NC(=O)c2ccc(-n3cncn3)c([N+](=O)[O-])c2)cc1
12: Cc1cccc(C)c1NC(=O)c1ccccc1C(=O)O
13: Cc1nc(SCC(=O)NC(=O)NCCC(C)C)c2c(-c3cccs3)csc2n1
14: Cc1ccccc1CCNC(=O)CCn1nc(C)c2c(C)n(-c3ccccc3)nc2c1=O
15: O=C(NCC1CCCO1)c1cccc(-n2cnnn2)c1 (stereo not drawn)
16: Cn1cc(S(=O)(=O)Nc2cccc(F)c2)c(=O)n(C)c1=O

Compound	9	10	11	12	13	14	15	16
TRPC4 PAM	i	i	i	i	i	i	i	i
HIF act	0.0	0.1	0.1	0.2	-0.6	-0.5	-2.4	-0.1
TRPC4 act	i	i	i	i	i	i	i	i
TRPC4 block	i	i	i	i	i	i	i	i
MrgX1 antag	i	i	i	i	i	i	i	i
TRPC6 inh	i	i	i	i	i	i	i	i
KLF5 inh	-6	-44	-10	-12	-17	-15	-28	3
IEC-6 cytotox	-3	-8	-2	3	0	3	-5	-4
SKKanGAS inh	2	-7	1	5	33	-3	-2	-2
TRPC6 act	i	i	i	i	i	i	i	i
aSyn 5UTR inh	3	14	-12	15	31	7	-1	1

17: COc1cc(C(=O)NCCc2ccc(F)cc2)ccc1OCC(=O)N1CCOCC1
18: CCOc1ccccc1NC(=O)C1=C(C)NC(=O)NC1c1cccc(OC)c1OC (stereo not drawn)
19: COC(=O)COc1ccc(S(=O)(=O)Nc2ccc(NC(C)=O)cc2)cc1
20: Cc1cc(S(=O)(=O)N(Cc2ccc3c(c2)OCO3)CC2CCCO2)ccc1-n1cnnn1 (stereo not drawn)
21: Cc1ccc(C)c(OCC(=O)Nc2cccc(S(=O)(=O)NC3=NCCCCC3)c2)c1
22: COc1ccc(-c2nc(CS(=O)(=O)CC(=O)NCCc3ccccc3)c(C)o2)cc1
23: Cc1cc(NS(=O)(=O)c2ccc(NC(=O)c3ccco3)cc2)nc(C)n1
24: COc1ccc(C(Cl)=C(c2ccc(OC)cc2)c2ccc(OC)cc2)cc1

Compound	17	18	19	20	21	22	23	24
TRPC4 PAM	i	i	i	i	i	i	i	i
HIF act	-0.1	.	0.3	0.0	-0.3	0.0	-0.1	-0.3
TRPC4 act	i	i	i	i	i	i	i	i
TRPC4 block	i	i	i	i	i	i	i	i
MrgX1 antag	i	i	i	i	i	i	i	i
TRPC6 inh	i	i	i	i	i	i	i	i
KLF5 inh	.	4	-4	-9	0	2	-38	-33
IEC-6 cytotox	.	0	-2	2	1	1	-5	0
SKKanGAS inh	-2	3	-4	-8	-17	21	-9	-8
TRPC6 act	i	i	i	i	i	i	i	i
aSyn 5UTR inh	-6	8	16	8	6	12	15	-2

25: CN1CCCC(OC(=O)c2ccccc2F)C1 (stereo not drawn)
26: COc1ccc(CN2C(=O)c3ccccc3C2=O)cc1C(=O)OC(C)C(=O)NC(N)=O (stereo not drawn)
27: CC(=O)Nc1ccc(CN2CCN(CCC(C)C)C(CCO)C2)cc1 (stereo not drawn)
28: CCC(CC)NC(=O)COC(=O)c1cccc(C)c1O
29: CC(NC(=O)CCc1nnc(C2CCCCC2)o1)c1ccc(F)cc1 (stereo not drawn)
30: Cc1cc(C)nc(SCc2cn3cc(Cl)ccc3n2)n1
31: Cc1c(-n2c(SCC(=O)C(C)(C)C)nc3ccccc3c2=O)c(=O)n(-c2ccccc2)n1C
32: Cc1nc(C(C)N(C)Cc2nc(Cc3ccccc3F)no2)c(C)s1 (stereo not drawn)

Compound	25	26	27	28	29	30	31	32
TRPC4 PAM	i	i	i	i	i	i	i	i
HIF act	-0.2	-0.4	-0.6	0.9	-0.5	-0.2	0.0	0.0
TRPC4 act	i	i	i	i	i	i	i	i
TRPC4 block	i	i	i	i	i	i	i	i
MrgX1 antag	i	i	i	i	i	i	i	i
TRPC6 inh	i	i	i	i	i	i	i	i
KLF5 inh	-43	7	-22	-21	-15	10	-22	16
IEC-6 cytotox	-2	-11	1	2	7	0	-2	8
SKKanGAS inh	-3	5	-2	2	-16	12	9	6
TRPC6 act	i	i	i	i	i	i	i	i
aSyn 5UTR inh	-8	-23	12	-6	10	14	17	4

33: O=C(NCCCCc1ccccc1)C1CCCC1
34: Cc1ccc(C)c(OCCC(=O)OCC(=O)NCc2ccc(F)cc2)c1
35: Cc1sc(NC(=O)c2c(F)cccc2F)nc1-c1ccccc1
36: COc1ccccc1NS(=O)(=O)c1ccc(NC(=O)N2CCCCC2)cc1
37: COc1cccc(NC(=O)Nc2cc(C)on2)c1
38: COc1ccc(CCNC(=O)Cn2c(=O)n(CC3CCCO3)c(=O)c3ccccc32)cc1OC (stereo not drawn)
39: CCOC(=O)N1CCN(Cc2nc(-c3ccc(Cl)cc3)no2)CC1
40: S=c1[nH]nc(-c2cc(-c3ccccc3)n[nH]2)n1/N=C/C=C/c1ccco1

Compound	33	34	35	36	37	38	39	40
TRPC4 PAM	i	i	i	i	i	i	i	i
HIF act	0.9	-0.3	-3.4	0.5	1.8	-0.3	0.3	0.1
TRPC4 act	i	i	i	i	i	i	i	i
TRPC4 block	i	i	i	i	i	i	i	i
MrgX1 antag	i	i	i	i	i	i	i	i
TRPC6 inh	i	i	i	i	i	i	-8.9*	i
KLF5 inh	-25	-18	-33	-13	-89	-12	-10	-13
IEC-6 cytotox	2	0	-1	-1	-3	-3	-5	-5
SKKanGAS inh	-5	-10	2	1	4	2	-8	31
TRPC6 act	i	i	i	i	i	i	i	i
aSyn 5UTR inh	-59	-2	21	-3	-93	27	-4	-9

41: COc1ccccc1N(CC(=O)NCCSC(C)(C)C)S(C)(=O)=O
42: OC(COCC1COc2ccccc2O1)CN1CCN(c2ccccc2)CC1 (stereo not drawn)
43: O=S1(=O)C[C@@H]2N=C(N/N=C/c3ccccc3)S[C@@H]2C1
44: COC1CCCCC1NS(=O)(=O)c1ccccc1 (stereo not drawn)
45: CCCN(CCC)Cc1c(C(=O)OCC)nnn1-c1nonc1N
46: COC(=O)n1c(=O)oc2ccccc21
47: COc1ccccc1NC(=O)c1sc(NC(=O)c2ccco2)c(C#N)c1C
48: CC(=O)Nc1ccc(NC(=O)Cc2sc(C)nc2-c2ccc(C)cc2)cc1
49: C/C(=N\NC(N)=S)c1ccc2c(c1)OCCO2
50: N/C(=N\OC(=O)c1ccc([N+](=O)[O-])cc1)c1cccnc1

Compound	41	42	43	44	45	46	47	48	49	50
TRPC4 PAM	i	i	i	i	i	i	i	i	i	i
HIF act	-0.2	0.3	0.2	0.0	-0.6	-0.2	-0.1	-0.4	2.4	0.6
TRPC4 act	i	i	i	i	i	i	i	i	i	i
TRPC4 block	i	i	i	i	i	i	i	i	i	i
MrgX1 antag	i	i	i	i	i	i	i	i	i	i
TRPC6 inh	i	i	i	i	i	i	i	i	i	i
KLF5 inh	-11	7	-10	-12	-26	-4	-25	-28	-2	-32
IEC-6 cytotox	4	0	-1	-4	-2	1	-2	4	-6	3
SKKanGAS inh	-4	4	7	-8	2	1	14	-3	-5	17
TRPC6 act	i	i	i	i	i	i	i	i	i	i
aSyn 5UTR inh	3	29	-7	15	6	13	1	-16	-17	-92

Taken from the listing, 7 compounds:
44: COC1CCCCC1NS(=O)(=O)c1ccccc1 (stereo not drawn)
45: CCCN(CCC)Cc1c(C(=O)OCC)nnn1-c1nonc1N
46: COC(=O)n1c(=O)oc2ccccc21
47: COc1ccccc1NC(=O)c1sc(NC(=O)c2ccco2)c(C#N)c1C
48: CC(=O)Nc1ccc(NC(=O)Cc2sc(C)nc2-c2ccc(C)cc2)cc1
49: C/C(=N\NC(N)=S)c1ccc2c(c1)OCCO2
50: N/C(=N\OC(=O)c1ccc([N+](=O)[O-])cc1)c1cccnc1

Compound	44	45	46	47	48	49	50
TRPC4 PAM	i	i	i	i	i	i	i
HIF act	0.0	-0.6	-0.2	-0.1	-0.4	2.4	0.6
TRPC4 act	i	i	i	i	i	i	i
TRPC4 block	i	i	i	i	i	i	i
MrgX1 antag	i	i	i	i	i	i	i
TRPC6 inh	i	i	i	i	i	i	i
KLF5 inh	-12	-26	-4	-25	-28	-2	-32
IEC-6 cytotox	-4	-2	1	-2	4	-6	3
SKKanGAS inh	-8	2	1	14	-3	-5	17
TRPC6 act	i	i	i	i	i	i	i
aSyn 5UTR inh	15	6	13	1	-16	-17	-92
